Compound activity: PubChem BioAssay, several laboratories
bIAP activator = bovine intestinal alkaline phosphatase activators, primary screen, biochemical, bovine IAP, CDP-star luminescence. AID 1016, 2008. alkaline phosphatase, intestinal [Bos taurus]. 0.17% of 200,000 active. purified bovine IAP, 30 min; stronger effect = higher value; fold of DMSO-control signal, blank-subtracted. activation factor at 20 µM;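 active means activation factor of 2 or more at 20 µM, a signal rise over negative controls twice the positive control's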
TNAP inh no acc = human TNAP enzyme inhibitors, primary screen, biochemical, luminescent, no phosphate acceptor, uHTS; Alkaline phosphatase, tissue-nonspecific isozyme (Homo sapiens), P05186; purified TNAP, CDP-star luminescence, 30 min; inhibition, % at 20 µM; 0.26% of 200,000 active; AID 1012, 2008;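 active means tissue-nonspecific alkaline phosphatase inhibition above about 50% at 20 µM in the single-dose screen, limit read from the data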;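 further: 0% = DMSO negative control and 100% = EDTA positive control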
Target sequence (P05186 whole entry, looked up): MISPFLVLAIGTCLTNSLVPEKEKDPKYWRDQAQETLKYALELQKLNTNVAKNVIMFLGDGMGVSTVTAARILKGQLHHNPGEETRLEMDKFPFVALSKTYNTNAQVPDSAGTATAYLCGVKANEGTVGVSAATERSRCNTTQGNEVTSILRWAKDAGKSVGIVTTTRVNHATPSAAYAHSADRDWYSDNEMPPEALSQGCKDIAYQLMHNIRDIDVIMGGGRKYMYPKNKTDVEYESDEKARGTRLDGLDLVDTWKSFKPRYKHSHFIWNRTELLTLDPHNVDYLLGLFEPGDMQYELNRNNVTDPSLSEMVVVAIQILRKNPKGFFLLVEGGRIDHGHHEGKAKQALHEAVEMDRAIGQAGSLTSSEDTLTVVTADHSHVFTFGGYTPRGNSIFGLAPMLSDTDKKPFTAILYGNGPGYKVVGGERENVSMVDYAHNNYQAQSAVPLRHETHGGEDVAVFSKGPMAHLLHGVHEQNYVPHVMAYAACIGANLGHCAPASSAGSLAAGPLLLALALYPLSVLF
Lmaj promast = Leishmania major promastigote growth inhibition, primary screen. Leishmania major promastigotes, resazurin fluorescence viability. inhibition, % at 10 µM. 9% of 200,000 active. AID 1063, 2008; in the data active means inhibition above about 50%;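 further: promastigotes grown with compound for 44 hours at 28 °C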
TNAP act hi DEA = TNAP activators at high phosphate acceptor level, primary screen, biochemical, luminescence, uHTS; 200,000 tested, under 10 active; purified TNAP, CDP-star luminescence, 1 M DEA, 30 min; stronger effect = higher value; 0 = EDTA background, 1 = DMSO-only activity; Alkaline phosphatase, tissue-nonspecific isozyme (Homo sapiens), P05186; activation factor at 20 µM; AID 1136, 2008;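 active means activation factor at least 2 at 20 µM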
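Assay system: human TNAP; Input: enzyme diluted 1/800 final; Reagent: CDP-star luminogenic substrate at 100 µM final; Timing: 30 min, room temperature; Signal: luminescence; Evaluation: TNAP activation factor scaled between EDTA and DMSO control wells.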
TNAP inh hiacc = human TNAP enzyme inhibitors, primary screen, biochemical, luminescent, high phosphate acceptor level, uHTS; inhibition, % at 20 µM; Alkaline phosphatase, tissue-nonspecific isozyme (Homo sapiens), P05186; purified TNAP, CDP-star luminescence, 1 M DEA; AID 1135, 2008; 0.03% of 200,000 active;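 active means over 50% inhibition of tissue-nonspecific alkaline phosphatase at 20 µM in the single-dose screen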;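 further: plate controls were DMSO wells for no effect and EDTA-quenched wells as full inhibition for full effect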
bIAP inh = bovine intestinal alkaline phosphatase inhibitors, primary screen, selectivity assay for TNAP inhibitor project, biochemical, bovine IAP, CDP-star luminescence; alkaline phosphatase, intestinal [Bos taurus]; purified bovine IAP, 30 min; inhibition, % at 20 µM; 190,000 tested, under 10 active; AID 1019, 2008;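 active means over 50% inhibition of intestinal alkaline phosphatase at 20 µM in the single-dose screen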
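Assay system: bovine IAP enzyme; medium: DEA buffer 100 mM, pH 9.8, with MgCl2 1.0 mM, ZnCl2 0.02 mM; doses: 20 µM single dose; incubation: enzyme reaction for 30 min at room temperature; detection: CDP-star luminescence signal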
FLuc act counter = FLuc activators, initial screening, artefact control for FLuc-dependent activation tests, biochemical, ATPlite luminescence; Luciferin 4-monooxygenase (Photinus pyralis), P08659; ATPlite luciferase biochemical, 10 min; 0 = ATP-free wells, 1 = DMSO control; activation factor at 10 µM; 200,000 tested, under 10 active; AID 1027, 2008;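 active means luciferase activation factor, scaled between plate controls, of at least 2 with compound at 10 µM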
Target sequence (P08659 whole entry, looked up): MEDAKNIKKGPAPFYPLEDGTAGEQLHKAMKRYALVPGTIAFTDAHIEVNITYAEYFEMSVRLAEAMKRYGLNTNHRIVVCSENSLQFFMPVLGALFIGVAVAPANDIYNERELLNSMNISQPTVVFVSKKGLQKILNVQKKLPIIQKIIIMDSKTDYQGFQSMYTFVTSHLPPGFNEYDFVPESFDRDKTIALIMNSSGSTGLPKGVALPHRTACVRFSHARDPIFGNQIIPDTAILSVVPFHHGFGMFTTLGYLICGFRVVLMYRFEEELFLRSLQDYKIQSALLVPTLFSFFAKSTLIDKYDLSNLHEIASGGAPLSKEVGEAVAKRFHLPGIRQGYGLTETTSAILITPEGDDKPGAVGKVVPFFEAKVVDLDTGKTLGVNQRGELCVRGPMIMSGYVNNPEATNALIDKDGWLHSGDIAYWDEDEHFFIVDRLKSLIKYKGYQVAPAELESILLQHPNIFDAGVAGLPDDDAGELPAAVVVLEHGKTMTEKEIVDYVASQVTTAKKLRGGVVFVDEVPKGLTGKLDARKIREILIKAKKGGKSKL
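assay system = Luciferase/luciferin detection reagent, cell-free biochemical luciferase assay | also added = ATP substrate | times = 10 min post-reagent at room temperature | measured by = luminescence from luciferase reaction | measure = luciferase activation, seen as luminescence increase over controls | benchmarks = low control with PBS replacing ATP, high control enzyme plus ATP without compound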
APP transl inh = inhibitors of APP translation via 5'UTR reporter, primary screen, APP 5'UTR luciferase, SH-SY5Y cells. SH-SY5Y APP 5'UTR-luciferase reporter, luminescence. inhibition, % at 2 µM. 0.82% of 190,000 active. AID 1285, 2008;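 active means inhibition above a set limit, derived from the sample mean plus 3 SD, cut at about 45% in these data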; further: values of inactives mirror those of a sister screen read the other way
FLuc inh counter = firefly luciferase enzyme inhibitors, primary screen, artefact control for luciferase-based inhibitor screens, biochemical, luminescence, ATPLite. Luciferin 4-monooxygenase (Photinus pyralis), P08659. 10 min. inhibition, % at 10 µM. 1.5% of 200,000 active. AID 1006, 2008;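 active means inhibition above about 50% when tested at 10 µM, limit read from the data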
RAM inhibit = inhibitors of the yeast RAM network, primary screen, dse1pr::URA3 reporter, 5-FOA selection. 1.8% of 190,000 active. S. cerevisiae dse1pr::URA3 reporter, 5-FOA growth OD615, 2 d; analog-sensitive cbk1-as2 kinase mutant strain. inhibition, % at 50 µM. AID 868, 2007;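 active means inhibition above a set limit, 3 SD over mean compound inhibition, cut at about 8.4% in these data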;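 further: 0% = DMSO-only wells with no growth and 100% = 10 µM 1-NA-PP1 full growth; inhibition rescues growth on 5-FOA so higher OD means more RAM inhibition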
An asterisk follows results filed as active.

SMILES | bIAP activator | TNAP inh no acc | Lmaj promast | TNAP act hi DEA | TNAP inh hiacc | bIAP inh | FLuc act counter | APP transl inh | FLuc inh counter | RAM inhibit
C=CCSC1=C(C#N)C(c2ccccc2OCC)CC(=O)N1 (stereo not given) | 0.8 | -13 | -2 | 1 | 1 | 20 | 1 | -14 | -4 | 0.8
CCOc1ccccc1N1Cc2cc(C)c(C)cc2C1 | 0.8 | -9 | -4 | 1 | -4 | 19 | 1 | -23 | -1 | 2.3
CC(C)(C)NC(=O)COC(=O)c1snc(C(=O)NC2CCCCC2)c1N | 1 | -6 | 16 | 1 | -1 | 3 | 1 | -2 | -4 | -0.3
CCOC(=O)c1c(-c2ccc(OCC)cc2)csc1NC(=O)CCN1C(=O)c2ccccc2C1=O | 1.1 | -10 | 7 | 1 | 2 | -8 | 1 | 15 | 0 | 0.2
CCOc1cc(NC(=S)Nc2ccccc2)c(OCC)cc1NC(=O)c1ccccc1 | 1 | 3 | 88* | 1 | -2 | 1 | 1.1 | 5 | -6 | 3.5
CCOC(=O)C(NC(=O)c1cccc(Cl)c1)(OCc1ccccc1)C(F)(F)F (stereo not given) | 0.7 | -5 | 14 | 1 | -4 | 33 | 1.1 | 1 | -6 | 1.0
Cc1nc(SCC(=O)NCc2cccs2)nc(C)c1C | 1.2 | -11 | -12 | 1.1 | -7 | -24 | 1.1 | -4 | -10 | 0.0
COc1ccc(C)cc1NC(=O)c1ccc(NC(=O)CC2SC(N3CCCC3)=NC2=O)cc1 (stereo not given) | 1 | -7 | -2 | 1 | -1 | 0 | 1 | -6 | -2 | 3.5
CCOc1ccc(NS(=O)(=O)c2cc(NC(=O)c3cccc(C)c3)ccc2Cl)cc1 | 1 | -14 | 99* | 0.9 | 7 | 3 | 1 | -9 | -1 | 6.4
CCC(SC1=N/C(=C/c2ccccc2OC)C(=O)N1c1ccccc1)C(=O)Nc1cc(C)on1 (stereo not given) | 1 | -5 | 42 | 1 | 0 | 2 | 1 | 4 | -5 | 6.4
Cc1[nH][nH]c(=O)c1C(c1cc2c(cc1Br)OCO2)c1c(C)[nH][nH]c1=O | 1.3 | -7 | 33 | 0.8 | 18 | -30 | 1.1 | 2 | -7 | 0.2
CCN(CC)S(=O)(=O)c1cc(C(=O)NCCN2CCOCC2)ccc1Cl | 1.1 | -11 | 6 | 1 | -2 | -12 | 1.1 | -24 | -6 | -0.2
O=C(CN(Cc1ccco1)C(=O)CNS(=O)(=O)c1ccccc1)NCc1ccccc1 | 0.6 | -10 | 2 | 1 | -3 | 38 | 1 | 15 | -2 | -0.7
O=C(NCc1ccco1)C1CC(c2ccc(Cl)c(Cl)c2)=NO1 (stereo not given) | 1.1 | -11 | -6 | 1 | -4 | -5 | 1 | 8 | -2 | 1.1
Cc1ccc(S(=O)(=O)NC(C(=O)Oc2ccc3c(C)c(Cl)c(=O)oc3c2)c2ccccc2)cc1 (stereo not given) | 0.8 | -12 | -1 | 1.1 | -6 | 22 | 1 | -16 | -4 | 3.4
O=C(N/N=C1\C(=O)c2cccc3cccc1c23)c1ccc(O)cc1 | 1 | 17 | 9 | 0.8 | 23 | -1 | 0.5 | -25 | 46 | 4.4
CCOC(=O)Cn1cncc1-c1ccc([N+](=O)[O-])cc1 | 1 | -4 | -4 | 1 | 0 | -3 | 0.9 | -6 | 9 | -0.8
Cc1nn(C)cc1C(=O)NNC(=S)Nc1ccc(Cl)cc1 | 1.4 | -44 | 6 | 1 | -5 | -44 | 1 | 3 | 0 | 0.7
Cc1ccc(C2=NN(C(=O)CSc3nc(N)cc(N)n3)C(c3ccco3)C2)cc1 (stereo not given) | 1.1 | -8 | 2 | 1 | 0 | -7 | 1.1 | 20 | -8 | -1.3
Cc1ccc(CC(=O)Nc2nc3ccccc3s2)cc1 | 1 | -4 | 10 | 1 | -4 | 0 | 1 | -34 | -3 | 1.1
CCOC(=O)c1c(C)c(C(=O)Nc2ccc3c(c2)OCCO3)c(C)n1C | 1 | -15 | -1 | 1.1 | -5 | 1 | 1 | 7 | 1 | 3.8
O=C(CNC(=O)c1cccc(OC(F)F)c1)OCC(=O)c1ccccc1 | 0.9 | -6 | -9 | 1 | 0 | 13 | 1 | -22 | -4 | 0.9
CCn1nnnc1NCc1ccc(N2CCCC2)cc1 | 1 | -10 | -5 | 1 | -5 | -5 | 1 | -10 | -1 | 1.0
CCn1c(SCc2ccc(C)cc2)nnc1C1CCN(S(=O)(=O)c2ccc(OC)cc2)CC1 | 1.1 | -20 | 5 | 1.1 | -10 | -13 | 1.1 | -20 | -5 | 1.3
C/C(N)=C(/C#N)C(=O)COC(=O)c1ccc(C)c(S(=O)(=O)N2CCCCC2)c1 | 1.1 | -4 | 15 | 0.9 | 8 | -12 | 1 | 23 | -2 | 0.7
O=C(NCCc1ccccc1Cl)C1CCN(S(=O)(=O)c2cccs2)CC1 | 0.9 | -13 | 0 | 1.1 | -8 | 15 | 1 | 1 | -4 | 0.7
O=c1cc(NCc2ccc3c(c2)OCO3)[nH]c(=O)n1-c1ccc(Cl)cc1 | 1 | -6 | -6 | 1 | -1 | 5 | 1 | -27 | 3 | 2.8
CC(=O)Nc1ccc(S(=O)(=O)Nc2nc3c(s2)CCCC3)cc1 | 1 | -5 | -4 | 1.1 | -10 | -4 | 1.1 | 8 | -8 | -0.9
C/C(=N\NC(=O)CSCc1cccc(Br)c1)c1ccc([N+](=O)[O-])cc1 | 0.9 | -4 | 3 | 1 | -1 | 10 | 1 | 12 | -5 | 2.6
CN(C=[N+](C)C)c1cccc2c1C(=O)c1ccccc1C2=O | 0.8 | 2 | -4 | 1 | 4 | 22 | 1 | -2 | -2 | 1.1
Cc1cc(C)n(CC(O)Cn2c3ccccc3c3ccccc32)c(=O)n1 (stereo not given) | 1 | -9 | 44 | 1.1 | -6 | -4 | 1.1 | 13 | -5 | 1.4
COc1ccccc1NC(=O)CSc1nc(N)cc(N)n1 | 1 | -2 | 2 | 1 | -4 | 4 | 1.1 | 4 | -7 | 0.9
Cc1ccc(S(=O)(=O)NNC(=O)c2cccc(O)c2)cc1 | 1 | -7 | 3 | 1.1 | -9 | 1 | 1.1 | 0 | -8 | 0.1
COC(=O)c1ccc(-n2nnnc2SCc2nn[nH]n2)cc1 | 0.8 | -12 | -11 | 1.1 | -9 | 15 | 1.1 | 5 | -8 | 1.8
CC1(C(=O)Nc2ccccc2)Cc2ccccc2C(=O)O1 (stereo not given) | 1.1 | -10 | -1 | 1.1 | -6 | -9 | 1 | -10 | -4 | 0.5
CC(C(=O)N=Nc1c(O)n(C)c2ccc(Br)cc12)n1cnc2ccccc2c1=O (stereo not given) | 1 | -3 | 7 | 1 | -2 | -2 | 1.1 | -29 | -7 | 1.3
CN(Cc1nc2ccccc2n1C)S(=O)(=O)c1ccc(F)cc1 | 0.9 | -13 | -3 | 1 | 0 | 6 | 1 | 1 | 4 | 1.4
Cc1cc(C)cc(Nc2cnn(C34CC5CC(CC(CC(=O)O)(C5)C3)C4)c(=O)c2Cl)c1 | 0.6 | -3 | -1 | 1 | -3 | 36 | 1 | 0 | -4 | 0.9
Cc1ccc(C)c(S(=O)(=O)N2CCN(C(=O)c3cnccn3)CC2)c1 | 1 | -11 | -6 | 1.1 | -6 | 5 | 1 | -3 | -1 | 0.7
COc1ccccc1N(C(C)=O)C1SC(=O)N(c2ccccc2)C1=O (stereo not given) | 0.8 | 40 | -2 | 1 | 0 | 20 | 1.1 | -2 | -8 | 1.4

Record cards (already shown). Values in the order: bIAP activator	TNAP inh no acc	Lmaj promast	TNAP act hi DEA	TNAP inh hiacc	bIAP inh	FLuc act counter	APP transl inh	FLuc inh counter	RAM inhibit
O=C(NCCc1ccccc1Cl)C1CCN(S(=O)(=O)c2cccs2)CC1 across the screens: 0.9	-13	0	1.1	-8	15	1	1	-4	0.7
CC1(C(=O)Nc2ccccc2)Cc2ccccc2C(=O)O1 (stereo not given) across the screens: 1.1	-10	-1	1.1	-6	-9	1	-10	-4	0.5

The results go on:
SMILES | bIAP activator | TNAP inh no acc | Lmaj promast | TNAP act hi DEA | TNAP inh hiacc | bIAP inh | FLuc act counter | APP transl inh | FLuc inh counter | RAM inhibit
CCNC(=O)N1C(CC(=O)OCC)C(=O)NC2CCCCC21 (stereo not given) | 0.9 | -15 | 0 | 1 | -2 | 11 | 1.1 | 22 | -6 | -1.7
CCOc1ccccc1C(=O)Nc1cc(OC)ccc1OC | 1 | -8 | 18 | 1.1 | -5 | -3 | 1 | 22 | -3 | 2.1
Cc1cc(N2CCN(c3ccc(F)cc3)CC2)nc(-c2ccccc2)n1 | 0.9 | -2 | 6 | 1 | -3 | 14 | 1.1 | 4 | -7 | 0.9
CCOC(=O)CSc1nnc(CSc2nc3ccccc3c(=O)[nH]2)n1-c1ccccc1 | 1 | -8 | -7 | 1.1 | -7 | 1 | 1 | -5 | -5 | 1.8
O=c1ccccn1Cc1ccccc1F | 1 | -10 | -6 | 1.1 | -6 | 2 | 1 | 9 | -4 | 0.7
Cc1cccc(NC(=S)N(CCCN(C)C)Cc2cc3cc4c(cc3[nH]c2=O)OCO4)c1 | 0.9 | -3 | 1 | 1 | -2 | 8 | 1 | -12 | -4 | 0.9
Cc1cc(/C=N/NC(=O)c2ccsc2)c(C)n1-c1cnccn1 | 1 | -7 | -6 | 1.1 | -6 | 4 | 0.8 | -56 | 17 | 0.8
C=CCn1c(C)cc(C(=O)COC(=O)COc2ccccc2C#N)c1C | 0.9 | -10 | -9 | 1 | -3 | 6 | 0.8 | 8 | 20 | 3.9
COc1ccc(CCCC(=O)N/N=C/c2ccccc2OC)cc1 | 1 | -14 | 14 | 1 | -3 | -2 | 1 | 4 | -4 | 0.9
CCn1ccc(C(=O)Nc2ccc(N(C)C(C)=O)cc2)n1 | 0.9 | -8 | -8 | 1 | -2 | 6 | 0.9 | -25 | 10 | 0.9
C/C(=N\Nc1nc2ccccc2s1)c1cccs1 | 0.8 | -12 | 15 | 1 | -2 | 23 | 0.4 | -177 | 61* | -0.8
CNC(=S)N(CCc1c(C)[nH]c2ccc(C)cc12)Cc1ccco1 | 0.6 | -7 | 14 | 1.1 | -8 | 39 | 1.1 | -5 | -14 | 7.4
C=CCn1c(C)cc(C(=O)COc2ncnc3sccc23)c1C | 0.9 | -11 | -6 | 1 | -4 | 6 | 0.4 | -182 | 58* | 1.5
